Source: PubChem BioAssay
RXFP1 ag – activates the human relaxin receptor RXFP1; Q9HBX9; HEK293T-RXFP1 cAMP TR-FRET, 30 min; response scale: percent of porcine relaxin response, buffer zero; Potency, µM (doses to about 57.5 µM), without a hit: at the highest dose activation, usual class: activators; 0.3% of 370,000 active; AID 2676; note: potency is the fitted concentration of half-maximal effect; % is set by controls: 0 for no effect and ±100 for the full control effect; nearly all actives have a fitted effect of over 60% in size; many of its hits are not listed in these tables
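HEK293 cells stably expressing RXFP1, treated 30 min at 37C with compounds plus PDE4 inhibitor Ro 20174; cAMP measured by HTRF TR-FRET. Normalized to buffer and 29 nM porcine relaxin; EC50 by Hill fit.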
LDHA block – inhibitors of human lactate dehydrogenase A; activity change, % (values are at about 110 or 230 µM); P00338; 0.15% of 480,000 active; purified LDHA, NADH/diaphorase-resazurin fluorescence; hits give low values; in the data active = activity change below about -30%; inconclusive = mostly about -25% to -30%;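 note: plate controls were DMSO wells for no effect and wells without enzyme for full effect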
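Resorufin fluorescence (ex540/em590), read at 0 and 20 min after diaphorase/resazurin addition, reports the NADH left after a 5 min room-temperature reaction of 2 nM human LDH5 with 0.06 mM NADH and 0.2 mM pyruvate.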
Vif-APOBEC3G blk – Vif-A3G binding inhibition. HeLa A3G-eYFP + Vif (tagged APOBEC3G with the HIV-1 protein that degrades it), YFP fluorescence, overnight. Potency, µM (titrated, usually from 46.1 µM), for inactives: top-dose activity, negative = active, most hits filed as inhibitors. Q9HC16. 0.076% of 410,000 active;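 note: potency is the fitted concentration of half-maximal effect; % is set by controls: 0 for no effect and ±100 for the full control effect; nearly all actives have a fitted effect of over 60% in size; hits raise eYFP signal because A3G escapes Vif-driven loss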
Target sequence (Q9HC16 whole entry, looked up): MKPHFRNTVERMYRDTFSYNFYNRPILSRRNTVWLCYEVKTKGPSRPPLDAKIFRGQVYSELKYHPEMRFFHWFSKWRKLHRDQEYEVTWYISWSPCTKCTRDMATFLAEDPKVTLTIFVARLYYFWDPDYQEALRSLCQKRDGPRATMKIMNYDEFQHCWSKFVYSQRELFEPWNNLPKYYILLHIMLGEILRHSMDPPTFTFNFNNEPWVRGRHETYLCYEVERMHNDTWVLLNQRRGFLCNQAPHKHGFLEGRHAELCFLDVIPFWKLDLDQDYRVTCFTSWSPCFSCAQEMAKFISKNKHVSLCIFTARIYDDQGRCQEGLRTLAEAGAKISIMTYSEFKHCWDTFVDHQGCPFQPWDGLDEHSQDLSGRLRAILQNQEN
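Read-out is eYFP fluorescence (Ex 488/Em 500-530) from Vif-expressing HeLa A3G-eYFP cells; more signal means A3G escaped Vif-mediated degradation. Cells plated overnight, compound pinned in, incubated overnight at 37 deg C.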
Glioma ERSR ind – inducers of ER stress response in human glioma cells. U87-MG GRP78 promoter luciferase reporter, 16 h. 0.02% of 420,000 active. AID 602332. Potency, µM, for inactives: top-dose activation, most hits filed as activators; note: potency is the fitted concentration of half-maximal effect; series mostly up to about 76 µM; % of control where 0% means no effect; nearly all actives have a fitted effect of over 35% in size
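Stably transfected U87-MG human glioma cells carrying a GRP78-based luminescent sensor were seeded at 1000 cells/well, pin-dosed with compounds and incubated 16 h. Luciferase reagent was then added, and end-point luminescence was read after 10 min at room temperature.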
USP1-UAF1 inh – blocks the human USP1/UAF1 deubiquitinase complex | 0.23% of 390,000 active | recombinant USP1/UAF1, Ub-Rhodamine cleavage fluorescence | O94782 | Potency, µM (series often up to 57.1 µM), for inactives: at the highest dose activity change, negative = inhibition, most hits filed as inhibitors; note: potency is the fitted concentration of half-maximal effect; % is set by controls: 0 for no effect and ±100 for the full control effect; nearly all actives have a fitted effect of over 60% in size; inactives centre near -12
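In this screen, compounds sit with the deubiquitinase complex (1nM) for 15 min at room temperature before Ub-Rho is added at 150nM final. Fluorescence rise is then followed for 6 reads every 60 seconds.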
IDH1 R132H inh – blocks human mutant IDH1 R132H enzyme; O75874; IDH1-R132H enzyme, NADPH consumption, diaphorase/resazurin fluorescence; Potency, µM (doses to about 76.6 µM), without a hit: at the highest dose activity change, negative = inhibition, actives largely listed as inhibitors; 0.093% of 390,000 active; AID 602179; note: potency is the fitted concentration of half-maximal effect; % is set by controls: 0 for no effect and ±100 for the full control effect; nearly all actives have a fitted effect of over 65% in size
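IDH1-R132H (0.5 ug/mL dispensed) in pH 7.5 Tris buffer was preincubated 30 min with compound, then given a substrate mix of 0.016 mM NADPH and 2 mM alpha-KG for 80 min at room temperature; remaining NADPH was read by diaphorase/resazurin fluorescence.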
TrxR1 substrate – is turned over as a substrate by rat TrxR1; 0.01% of 390,000 active; Potency, µM (doses to about 114 µM), inactives show at the highest dose activity change, negative = substrate turnover; purified TrxR1 substrate turnover, NADPH consumption readout; O89049; note: potency is the fitted concentration of half-maximal effect; % is set by controls: 0 for no effect and ±100 for the full control effect; nearly all actives have a fitted effect of over 50% in size
Target sequence (O89049 whole entry, looked up): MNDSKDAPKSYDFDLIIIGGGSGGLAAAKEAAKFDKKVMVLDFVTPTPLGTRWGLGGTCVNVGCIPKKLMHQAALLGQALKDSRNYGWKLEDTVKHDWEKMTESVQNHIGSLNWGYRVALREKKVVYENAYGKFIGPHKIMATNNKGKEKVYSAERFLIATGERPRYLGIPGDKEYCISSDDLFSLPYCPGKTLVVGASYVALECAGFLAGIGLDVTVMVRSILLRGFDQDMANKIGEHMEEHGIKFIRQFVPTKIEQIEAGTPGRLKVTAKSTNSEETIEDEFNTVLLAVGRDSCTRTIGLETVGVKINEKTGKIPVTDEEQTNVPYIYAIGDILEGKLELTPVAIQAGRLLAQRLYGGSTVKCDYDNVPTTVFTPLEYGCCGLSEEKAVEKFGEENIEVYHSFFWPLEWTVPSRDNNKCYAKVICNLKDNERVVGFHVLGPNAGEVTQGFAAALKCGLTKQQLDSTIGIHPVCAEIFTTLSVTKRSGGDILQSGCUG
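Rat TrxR1, dispensed at 90 nM, was prereduced with 400 uM NADPH (final) for 5 min at ~22 deg C, then incubated with compound 15 min before 400 uM selenite. A first-read NADPH fluorescence drop versus no-compound background flagged substrates.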
Vif-A3F inh – blocks the Vif interaction with APOBEC3F; Potency, µM (series often up to 46.1 µM), for the others: top-dose activity, negative = active; AID 602313; HeLa A3F-eYFP + Vif (tagged APOBEC3F with the HIV-1 protein that degrades it), YFP fluorescence increase; 0.2% of 390,000 active; note: potency is the fitted concentration of half-maximal effect; % of control where 0% means no effect; nearly all actives have a fitted effect of over 65% in size
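HeLa cells stably expressing A3F-eYFP plus Vif, plated and incubated overnight at 37 deg C, then exposed to compounds overnight at 37 deg C. Blocked degradation read as raised yellow fluorescence (Ex 488/Em 500-530).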
PI4K2A block – inhibitors of human PI4K2A; purified PI4K2A, ADP-Glo luminescence, 1 h; hits give low values; Q9BTU6; 0.13% of 420,000 active; activity change, negative = inhibition, % at 76.9 µM; in the data active = activity change below about -50%; inconclusive = mostly about -30% to -49%;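 note: -100% = wells without enzyme as full effect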
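ADP-Glo luminescence measured ADP generated by PI4K2A enzyme (4 ug/mL before mixing) with 1.2 mM PI substrate (pre-mix) and 300 microM ATP (pre-mix). Tris pH7.5 buffer with MgCl2, Triton X-100; 1 h reaction at ambient temperature.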
Active calls of the source: *; ? = inconclusive; . = no result given; & = joins results of further samples; [ ] = another dose, or the depositor's remark. Unless noted, calls come from the whole dose curve; as a rule, active = well fitted curve in the direction sought with a large enough effect; inconclusive = small, poorly fitted or top-dose-only effect, or another doubt; inactive = no such curve, though single readings can be large; an effect the other way counts as inactive or inconclusive.

SMILES,RXFP1 ag,LDHA block,Vif-APOBEC3G blk,Glioma ERSR ind,USP1-UAF1 inh,IDH1 R132H inh,TrxR1 substrate,Vif-A3F inh,PI4K2A block
COc1ccc(-c2c(C#N)cnc(C)c2C)c(O)c1OC,.,-5,1%,-8%,-11%,10%,.,-9%,-3
O=C(Cc1ccccc1)NNC(=O)Nc1ccc(Cl)c(Cl)c1,-1.9%,-4,?,-5%,-13%,4%,5%[57.1 µM],6%,2
CCn1c(CSc2nc3ccccc3s2)nc2ccccc21,-0.6%,-10,1%,4%,-10%,-1%,10%,-8%,-2
Cc1c(C(=O)O)sc2c1c(=O)n(Cc1ccccc1)c(=O)n2C,3.2%,-15,-8%,1%,-13%,-8%,-3%,-7%,0
O=C(c1ccccn1)c1cc2ccccc2n1S(=O)(=O)c1ccccc1,-0.8%,4,2%,4%,-8%,3%,-1%,3%,2
O=C(O)C1CCC(C(=O)O)SS1 (configuration not stated),.,3,1%,-3%,?,4%,9%,3%,-11
COc1cccc(CN2CC(C(=O)N3CCOCC3)CCC2=O)c1 (configuration not stated),-1.7%,-3,-2%,1%,-13%,-9%,-3%,-5%,10
Nc1[nH][nH]c(=O)c1N=Nc1ccccc1,.,5,0%,1%,-5%,4%,-2%[57.1 µM],-4%,-3
COc1cccc(-n2nnc3c(=O)n(CC(=O)Nc4cc(C)on4)cnc32)c1,1.8%,-10,1%,-4%,-23%,-3%,2%,2%,5
COC(=O)c1ccc(NC(=O)CN(CCc2ccccc2)S(=O)(=O)c2ccc(OC)cc2)cc1,1.7%,0,8%,-3%,-22%,-22%,-4%,2%,-8
COc1cccc(C(=O)Nc2ccc(NC(=O)C(C)(C)C)cn2)c1,-0.5%,0,1%,-15%,1%,5%,-7%,-3%,-8
C/C(=N\Nc1ccc(C#N)cc1[N+](=O)[O-])c1ccc(O)cc1,-2.0%,-1,-5%,-6%,-3%,3%,-1%[57.1 µM],-17%,-4
C/C(=N\NC(=O)CNC(=O)c1ccc(Br)cc1)c1ccco1,-1.8%,-2,0%,-2%,-8%,1%,6%[57.1 µM],?,8
CCN(CC)c1ccc(NC(=O)c2cnn(CC)c2)cc1,-0.8%,9,1%,-1%,-16%,2%,-4%,-3%,-8
COc1ccc(NC(=O)O/N=C/c2ccc(Br)cc2)cc1,0.6%,3,-1%,11%,-11%,-2%,1%[57.1 µM],-1%,1
CSCC[C@H](NC(=O)[C@H](Cc1ccccc1)n1c(=O)[nH]c2ccccc2c1=O)C(=O)N[C@@H](Cc1ccccc1)C(=O)O,-0.3%,2,3%,-1%,-14%,-13%,1%,2%,2
Cc1ccc(S(=O)(=O)N2CCOCC2)cc1C(=O)OCC(=O)NCCc1ccc(F)cc1,.,-3,0%,-2%,-5%,27%,-3%,-6%,-7
COc1ccc(/C(O)=C/C(=O)C(=O)NNC(=O)C(O)(c2ccccc2)c2ccccc2)cc1,0.3%,5,0%,-3%,-17%,8%,-11%,-11%,2
Cc1cc(C)cc(-n2c(SCC(=O)Nc3cccc(S(=O)(=O)NC4=NCCCCC4)c3)nc3ccccc3c2=O)c1,-1.1%,-1,0%,-4%,-15%,3%,-9%,-10%,0
COc1cccc(-c2nc(SCC(=O)NC3CCCC3)c(-c3ccc(C)cc3)[nH]2)c1,-1.0%,7,3%,-5%,-5%,10%,12%,-2%,0
COCc1cccc(-c2csc(C(NC(C)=O)c3ccc(F)c(F)c3)n2)c1 (configuration not stated),.,0,-5%,-4%,.,.,.,.,2
CC(=O)Nc1ccc(S(=O)(=O)N2c3ccccc3C(C)=CC2(C)C)cc1,-1.6%,3,?,-6%,-20%,5%,-6%,-2%,1
COc1ccc(N2CCN(c3nc4ccccn4c(=O)c3C=O)CC2)cc1,0.5%,8,-7%,1%,5%,3%,-12%,8%,5
Cc1cc(C)cc(NC(=O)C(OC(=O)c2ccc(O)cc2)c2ccccc2)c1 (configuration not stated),2.0%,-2,-10%,0%,-9%,-9%,-2%,-6%,3
CC(=O)c1c(C)nc(-c2ccc(OCC(=O)Nc3ccccc3)cc2)n1O,0.0%,0,0%,-2%,-14%,5%,0%,2%,-2
O=C(NC1CCCCCC1)c1c2c(nc3ccccc13)CCN(Cc1ccccc1)C2,3.9%,3,0%,-1%,-15%,6%,-5%,5%,4
CC(Sc1nnc(-c2ccco2)n1C)C(=O)NC1CCCC1 (configuration not stated),3.0%,-3,-1%,-2%,-20%,-1%,8%,-15%,0
Cc1ccccc1C(=O)Nc1nnc(S(=O)(=O)N2CCCCC2)s1,?,-3,0%,-1%,0%,13%,3%[57.1 µM],0%,-2
CCC(C(=O)OCC(=O)N(CCOC)c1c(N)n(Cc2ccccc2)c(=O)[nH]c1=O)c1ccccc1 (configuration not stated),1.8%,-3,2%,-6%,-15%,7%,-9%,5%,6
Nc1nc(NCCc2ccccc2)c2[nH]cnc2n1,.,1&0,0%&-3%,0%&-1%,.,.,10%&5%,.,.
Cc1cc(C)n2nc(N)c(N=Nc3ccc(Cl)cc3)c2n1,1.7%,-1,-1%,1%,-20%,5%,0%,-12%,-4
COc1ccccc1NC(=S)N(CCN1CCOCC1)Cc1ccccc1F,-1.1%,-6,-4%,-2%,-7%,7%,4%,1%,-12
CONc1nc(NC(C)(C)C)nc(OCC#N)n1,0.6%,-3,-1%,-3%,-14%,0%,2%,-13%,0
COc1ccc(N2C(=NC(=O)C(C)Oc3ccccc3)SC3CS(=O)(=O)CC32)cc1 (configuration not stated),5.4%,-5,2%,-9%,-9%,10%,-3%,-8%,0
O=C(COC(=O)C1CCN(c2ccc(C(F)(F)F)cn2)CC1)Nc1cccc(F)c1,2.0%,1,-1%,8%,-18%,8%,-2%[57.1 µM],5%,-2
Cc1cccc(NC(=O)c2ccc([N+](=O)[O-])s2)n1,0.6%,-6,-16%,0%,-2%,11%,5%,9%,2
COc1ccc2c(c1)c(C(C)=O)c(C)n2CCc1ccccc1,-1.4%,-8&0,0%,15%,-13%,-5%,-2%,-1%,2
COc1ccc(-c2cc(C(=O)Nc3c(C)n(C)n(-c4ccccc4)c3=O)no2)cc1OC,-0.1%&2.7%,-1&-2,-2%&-7%,-2%&-3%,-11%&-16%,6%&-1%,-8%&-5%,6%&3%,7&-2
Clc1ccc(-c2ccccc2)nn1,0.2%,-3,4%,5%,-5%,15%,9%[57.1 µM],8%,-2
CC(=O)C[C@H](O)CC(=O)[C@H]1OC(=O)[C@H](C)CCCCc2ccccc21,.,2,3%,-4%,-28%,14%,9%,-1%,0
CCOC(=O)c1cc(C)sc1NC(=O)C1CCC1,0.0%,-6,0%,-5%,-16%,3%,2%,-7%,0
Cc1nn(CC(=O)NCCc2ccco2)c(=O)c2nn(-c3ccccc3)c(C)c12,8.8%,-12,0%,-3%,-8%,1%,-4%,-4%,-15
CC(O)c1nc2ccccc2n1C1CCCCC1 (configuration not stated),-1.5%,-9,4%,-3%,-19%,1%,5%,-9%,1
O=C(CSCc1ccc(F)cc1)N1CCN(c2ccc(Cl)cc2)CC1,-0.8%,-4,4%,-3%,-11%,-3%,1%[57.1 µM],1%,9
CCOc1ccc(S(=O)(=O)NC2=NCCCCC2)cc1,0.3%,0,2%,2%,-17%,5%,6%,-2%,-2
COc1cc(/C=C/C(=O)OCC(=O)NC(=O)NC(C)C)cc(S(=O)(=O)N2CCc3ccccc32)c1OC,1.9%,-9,-7%,-2%,-5%,2%,7%[57.1 µM],6%,-2
COc1ccc(CCNC(=O)CCn2c(=O)c3ccccc3n(CC(=O)Nc3ccccc3F)c2=O)cc1OC,5.8%,-3,0%,-1%,-10%,-9%,0%,-7%,-14
COc1ccc(OC)c(NC(=O)c2ccc(S(=O)(=O)N3CCOCC3)cc2)c1,0.2%,-12,-2%,11%,-8%,-8%,2%[57.1 µM],0%,3
Cc1cc(Nc2ccccc2C)c2cccc(C)c2n1,3.4%,11&2,1%,-5%,-4%,30%,1%,0%,-2
CC(C)(C)NC(=O)CC(c1ccccc1)c1ccccc1O (configuration not stated),3.7%,-4,-1%,-5%,3%,1%,-8%,12%,-2
CC(C)Cn1cnc2c(SCc3ccc(Cl)cc3)nc(N)nc21,.,-4,-5%,0%,-16%,3%,-7%,1%,0

Not all compounds are listed (hit frequency here may not be typical).
